TDP-43 yeast inh: inhibitors of TDP-43 toxicity in yeast | actives 1.8% (n = 410,000) | Potency, µM (highest dose often 46.1 µM), without a hit: top-dose growth rescue (activation), usual class: activators | TDP-43 expressing yeast growth rescue, BacTiter-Glo, 24 h; note: potency is the fitted concentration of half-maximal effect; % of control where 0% means no effect; nearly all actives have a fitted effect of over 50% in size
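Luminescence from BacTiter-Glo reports growth of TDP-43-expressing yeast after 24 hr at 30 deg C with compound. Cells were raffinose-pregrown to mid-log, then seeded in galactose medium at OD600=0.02.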
GLP1R inv ag: inverse agonists of human GLP-1 receptor | P43220 | HEK293 GLP-1R CRE-luciferase, luminescence, 24 h; GLP-1R form is constitutively active | actives 1.6% (n = 410,000) | Potency, µM (doses to about 38.3 µM), for inactives: at the highest dose activity change, negative = inhibition, hits mostly inhibitors; note: potency is the fitted concentration of half-maximal effect; % is set by controls: 0 for no effect and ±100 for the full control effect; nearly all actives have a fitted effect of over 55% in size
Target sequence (P43220 whole entry, looked up): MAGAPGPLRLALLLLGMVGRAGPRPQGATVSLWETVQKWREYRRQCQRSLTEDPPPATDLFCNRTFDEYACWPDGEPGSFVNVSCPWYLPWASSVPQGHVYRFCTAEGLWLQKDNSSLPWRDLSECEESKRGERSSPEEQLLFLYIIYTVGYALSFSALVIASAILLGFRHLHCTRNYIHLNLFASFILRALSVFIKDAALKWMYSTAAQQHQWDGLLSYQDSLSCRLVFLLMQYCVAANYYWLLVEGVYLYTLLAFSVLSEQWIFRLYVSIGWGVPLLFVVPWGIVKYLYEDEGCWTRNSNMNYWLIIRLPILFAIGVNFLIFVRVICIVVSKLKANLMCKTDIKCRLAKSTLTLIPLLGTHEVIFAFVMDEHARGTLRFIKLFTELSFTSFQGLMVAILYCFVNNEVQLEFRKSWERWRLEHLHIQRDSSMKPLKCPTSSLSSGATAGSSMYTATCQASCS
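Using stably transfected HEK293 (constitutively active GLP-1R, cAMP-luciferase reporter), compounds were incubated 24 hr and luciferase measured by luminescence.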
PTHR1 ag: activates the human parathyroid hormone receptor PTHR1; Q03431; HEK293 GP2 PTHR1 cells, GloSensor cAMP luminescence, 1 h; Potency, µM (top dose mostly 115 µM), for inactives: top-dose activation, usual class: activators; actives 0.075% (n = 410,000); note: potency is the fitted concentration of half-maximal effect; nearly all actives have a fitted effect of over 55% in size; some results filed as inactive show a strong effect at the top dose; inactives centre near -15; many of its hits are not listed in these tables
Target sequence (Q03431 whole entry, looked up): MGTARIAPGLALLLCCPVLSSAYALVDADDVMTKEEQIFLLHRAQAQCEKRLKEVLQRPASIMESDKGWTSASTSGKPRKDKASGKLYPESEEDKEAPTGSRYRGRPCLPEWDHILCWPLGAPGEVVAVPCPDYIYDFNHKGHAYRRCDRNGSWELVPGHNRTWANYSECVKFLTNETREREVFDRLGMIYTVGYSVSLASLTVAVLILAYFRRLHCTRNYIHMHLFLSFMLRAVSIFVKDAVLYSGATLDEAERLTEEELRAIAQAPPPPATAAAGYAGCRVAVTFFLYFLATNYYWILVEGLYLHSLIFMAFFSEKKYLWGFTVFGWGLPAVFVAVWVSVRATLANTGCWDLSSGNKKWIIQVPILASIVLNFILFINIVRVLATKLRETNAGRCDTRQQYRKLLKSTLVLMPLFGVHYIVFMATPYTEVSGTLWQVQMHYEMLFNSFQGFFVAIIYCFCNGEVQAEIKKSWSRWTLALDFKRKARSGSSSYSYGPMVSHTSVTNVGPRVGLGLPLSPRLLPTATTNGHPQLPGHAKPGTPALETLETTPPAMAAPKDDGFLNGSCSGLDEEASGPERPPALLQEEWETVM
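HEK-293-derived GP2 cells expressing PTHR1 and a GloSensor cAMP reporter, 3,000/well, plated overnight, given luciferin plus IBMX (each 0.5 mM as added) for 1 h at 37 °C, then compound for 1 h at 37 °C. Luminescence was read after 15 min at room temperature.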
MmCpn inh: blocks the Methanococcus maripaludis chaperonin Mm-Cpn | purified Mm-Cpn ATPase, ADP Transcreener TR-FRET | Potency, µM (titrated, usually from 76.9 µM), for the others: top-dose activity, negative = inhibition, actives largely listed as inhibitors | actives 0.031% (n = 330,000) | AID 504842; note: potency is the fitted concentration of half-maximal effect; % is set by controls: 0 for no effect and ±100 for the full control effect; nearly all actives have a fitted effect of over 80% in size
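ATP (10 uM final) was added to archaeal chaperonin (25 nM final) after 10 min exposure to test compound at 37°C; after 30 min further incubation, ADP was detected by competitive TR-FRET.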
aSyn yeast inh: inhibitors of alpha-synuclein toxicity in yeast. Yeast expressing alpha-synuclein, growth rescue, BacTiter-Glo, 24 h. actives 0.14% (n = 370,000). Potency, µM (doses to about 46.1 µM), without a hit: top-dose growth rescue (activation), actives largely listed as activators; note: potency is the fitted concentration of half-maximal effect; % of control where 0% means no effect; nearly all actives have a fitted effect of over 65% in size
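Rescue of yeast growth: cells expressing toxic alpha-synuclein, induced in galactose at OD600 0.02, incubated with compound 24 h at 30 C. ATP luminescence quantified growth; inhibitors of toxicity appear as activators.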
FUS yeast rescue: suppressors of FUS proteinopathy in yeast. Potency, µM (highest dose often 76.6 µM), inactives show at the highest dose growth rescue (activation), most hits filed as activators. S. cerevisiae FUS-expressing, growth rescue, OD600, 24 h. actives 0.24% (n = 390,000);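 note: potency is the fitted concentration of half-maximal effect; plate controls were DMSO vehicle for no effect and reference control for full effect; nearly all actives have a fitted effect of over 55% in size; some results filed as inactive show a strong effect at the top dose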
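S. cerevisiae expressing FUS from galactose induction served as the toxicity model. Growth after 24hr at 30C, read as absorbance at 600 nm, indicates suppression of toxicity; compounds dosed at several concentrations.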
GLP1R cytotox: cytotoxicity in counter-screen for GLP-1R inverse agonists. Potency, µM (series often up to 38.3 µM), without a hit: at the top dose activity change, negative = inhibition, actives largely listed as inhibitors. HEK293 cAMP-luciferase reporter cells, luminescence, 24 h. AID 624418. actives 0.13% (n = 410,000);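 note: loss of luciferase light is scored as toxicity; potency is the fitted concentration of half-maximal effect; % is set by controls: 0 for no effect and ±100 for the full control effect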
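A 23 nL compound transfer followed 12 hours of cell culture at 37 deg C; exposure then lasted 24 hr. Luciferase assay detection reagent was dispensed and plates read for luminescence after a 12 min room-temperature wait.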
Abeta rescue: A-beta toxicity reversal in yeast | yeast expressing A-beta42, growth rescue, OD600, 48 h; response scale: 0% DMSO, 100% iron-clioquinol control | Potency, µM (doses to about 46.1 µM), inactives show top-dose growth rescue, hits mostly activators | actives 0.063% (n = 410,000); note: potency is the fitted concentration of half-maximal effect; nearly all actives have a fitted effect of over 55% in size
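Yeast growth medium received pinned compounds, then yeast cells expressing toxic A-beta were added; plates incubated at 30 C for 48 hr. Growth read as absorbance at 600 nm, normalized to DMSO and equimolar FeCl3 plus clioquinol controls.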
pAkt inh: Akt phosphorylation inhibition. activity change, % for hits at 50 µM. actives 0.32% (n = 360,000). Neuro2A IGF-stimulated pAkt S473 HTRF, 20 min; stronger effect = lower value. AID 651550; in the data active = activity change below about -80%; inconclusive = mostly about -51% to -80%; note: % is set by controls: 0 for no effect and ±100 for the full control effect
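Neuro2A cells (4,500/well, DMEM with 0.5% FBS) were treated with compound at a single 50 µM final concentration, stimulated with 6 nM IGF for 20 min at 37 °C, and lysed. Phospho-Akt Ser473 was read by HTRF as 665/615 ratio ×10^4.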
The depositor's hits bear a star; i = inactive; ? = inconclusive; nt = no result given; [ ] = remark or other dose. Unless noted, calls come from the whole dose curve; as a rule, active = well fitted curve in the direction sought with a large enough effect; inconclusive = small, poorly fitted or top-dose-only effect, or another doubt; inactive = no such curve, though single readings can be large; an effect the other way counts as inactive or inconclusive. A portion of the library; rates above refer to the full screens.

SMILES	TDP-43 yeast inh	GLP1R inv ag	PTHR1 ag	MmCpn inh	aSyn yeast inh	FUS yeast rescue	GLP1R cytotox	Abeta rescue	pAkt inh
COc1ccc(/C(O)=C2/C(=O)C(=O)N(CCN3CCOCC3)C2c2ccccn2)cc1 (stereo unspecified)	-23%	18%	-2%[57.5 µM]	0%	-3%	?	80%[activator]	-8%	i
C=CCN(c1ccccc1)S(=O)(=O)c1cccc(C(=O)NNC(=O)c2ccccc2O)c1	13%	-28%	-30%[inhibitor]	2%	-5%	27%	16%	-16%	i
CN(C)/C=C(/C(=O)c1ccc(Cl)cc1)S(=O)(=O)c1ccccc1	-9%	59%[activator]	-3%[57.5 µM]	-11%	-2%	13%	12%	-2%	i
COc1cccc(N2CCN(C3CC(=O)N(c4ccc(Cl)cc4)C3=O)CC2)c1 (stereo unspecified)	9%	5%	i	-2%	14%	11%	2%	10%	i
COC(=O)[C@H](CC(C)C)NC(=O)Nc1cccc(Br)c1	18%	0%	-9%	1%	0%	13%	2%	2%	i
Cc1ccn2c(C(=O)CSc3ccccc3Cl)c(C)nc2c1	-27%	29%	i	-1%	-5%	-32%	-4%	-7%[9.22 µM]	i
O=C(N=Nc1c(O)[nH]c2ccc([N+](=O)[O-])cc12)c1ccccc1[N+](=O)[O-]	10%	26%	-10%	3%	-7%	-13%	-20%	15%	i
COc1ccc(N2C(=O)CCC(C(=O)N3CCCCC3)C2c2ccc(OC)c(OC)c2)cc1 (stereo unspecified)	-4%	7%	-17%[57.5 µM]	-2%	6%	-17%	10%	8%	i
C/C(=N\OCc1ccc(C#N)cc1)c1ccccc1	18%	18%	i	-2%	1%	-35%	6%	-1%	i
CCN(CC)C(=O)C1CCCN(C(=S)Nc2cccc3ccccc23)C1 (stereo unspecified)	16%	-18%	-10%	0%	-3%	nt	-12%	19%	i
FC(F)(F)c1cccc(Oc2ccc3c(C(F)(F)F)cc(C(F)(F)F)nc3n2)c1	6%	7%	-19%[57.5 µM]	2%	-2%	4%	-2%	-11%	i
CC(C)C[C@H]1CN(CCCC[C@H]2CNC(=O)C(=O)N2CCc2ccccc2)C(=O)C(=O)N1Cc1ccccc1	-11%	-1%	5%	nt	-4%	16%	4%	-21%	i
COc1cccc(OC)c1C(=O)NN1CCCCC1	-18%	43%[activator]	i	0%	-1%	12%	-8%	-6%	i
C[C@H](NC(=O)c1ccc(C(C)(C)C)cc1)C(=O)N1CCC2(CC1)NCCc1[nH]cnc12	0%	?	-15%	2%	-3%	-8%	0%	-3%	i
COc1cc(OC)cc(-c2c(C#Cc3ccsc3)c3cc(-c4cc(OC)c(OC)c(OC)c4)ccc3n2C)c1	-2%	-5%	-21%	-23%	-8%	31%	7%	-3%	i
COc1ccc(N2CCN(c3oc(-c4ccco4)nc3C#N)CC2)cc1	-13%	17%	-21%	-2%	-13%	nt	-4%	20%	i
CCN(C(=O)CN1CCCCC1)C1(C)C(=O)c2ccccc2C1=O	-6%	-4%	i	2%	3%	-1%	-21%	-7%	i
CCOC(=O)c1[nH]c2c(c1Cc1ccccc1)C(=O)CC(c1ccc(Cl)cc1)C2 (stereo unspecified)	15%	?	-3%	nt	nt	18%	-5%	-11%	nt
COC(=O)CC1C(=O)NCCN1C(=O)CSc1nc2ccc([N+](=O)[O-])cc2s1 (stereo unspecified)	7%	-15%	-72%[inhibitor]	2%	0%	6%	-5%	-3%	i
CCN(CC)c1ccc(NC(=O)C2CCN(S(=O)(=O)c3ccc4c(c3)oc(=O)n4C)CC2)c(C)c1	0%	12%	-2%	nt	nt	-24%	1%	-2%	nt
Cc1c(C(=O)O)cccc1-n1c(C)cc(/C=C(/C#N)C(=O)NCc2ccccc2)c1C	-14%	8%	-19%	-1%	-5%	23%	-14%	-11%	i
COc1cc(C=C2CN(C)C(=O)C2=O)ccc1O	-11%	8%	i	nt	-25%	-30%	-2%	-19%	i
COC(=O)CSc1nc(N)c(C#N)c(CC(C)C)c1C#N	2%	14%	-18%	-10%	7%	nt	16%	-3%	i
COc1cc2c(cc1NC(=O)c1cccc(Br)c1)CCCC2	1%	-67%	i	0%	1%	4%	19%	8%	i
CN(/N=C/c1ccccc1Cl)c1ncc(Cl)cc1C(F)(F)F	0%	7%	i	-1%	-9%	3%	1%	-16%	i
O=C(Cc1ccc(Cl)cc1)Nc1ccccc1C(=O)N1CCCCC1	13%	11%	-2%	-1%	1%	nt	0%	-14%	i
O=C(Nc1ccc(Br)cc1)C1OCCc2ccccc21 (stereo unspecified)	?	?	-12%	3%	11%	6%	-7%	13%	i
CCCNC(=O)c1c[nH]c2ccc(S(=O)(=O)N(C)c3ccc(OCC)cc3)cc2c1=O	19%	-1%	-9%	-2%	-5%	-24%	7%	-1%[9.22 µM]	i
COc1ccc(C2C(C(=O)Nc3ccccc3OC)=C(C)Nc3nnnn32)c(OC)c1 (stereo unspecified)	-12%	6%	-13%[57.5 µM]	-3%	-4%	1%	-1%	1%	i
Cc1ccc(S(=O)(=O)N(Cc2cc3cc4c(cc3[nH]c2=O)OCCO4)CC2CCCO2)cc1 (stereo unspecified)	-19%	-2%	-3%[57.5 µM]	-2%	-8%	3%	-10%	5%	-105%*
CC(=O)N1CCc2cc(S(=O)(=O)NCCC(=O)NCCc3ccc(Cl)cc3)ccc21	8%	17%	-33%[inhibitor]	1%	-3%	5%	8%	5%	i
COc1ccc(NC(=O)C(c2ccc(Cl)cc2)C(C)C)cn1 (stereo unspecified)	23%	7.9µM*	-28%	-4%	5%	22%	15%	6%	i
Cc1ccccc1CSCCC(=O)NCCc1ccccc1	?	?	i	-24%	-1%	-7%	-14%	30%	i
COc1cccc(C2c3c(-c4cc(Cl)c(C)cc4O)n[nH]c3C(=O)N2Cc2cccnc2)c1 (stereo unspecified)	-15%	2%	-4%[57.5 µM]	1%	-9%	13%	?	2%	i
CCc1cccc(C)c1NC(=O)C1CN(S(=O)(=O)c2ccccc2)CCN1S(=O)(=O)c1ccccc1 (stereo unspecified)	6%	-22%	i	-1%	-7%	23%	-16%	-4%	i
Cc1ccccc1NC(=S)N(CCCN1CCC(C)CC1)Cc1ccco1	0%	?	-13%	0%	-3%	9%	-13%	-12%	i
O=C(C1CCCN(S(=O)(=O)c2ccccc2[N+](=O)[O-])C1)N1CCN(c2ccccc2)CC1 (stereo unspecified)	14%	-16%	-23%	1%	-13%	nt	-21%	-22%	i
O=C(COc1ccc(Cl)cc1)Nc1ccc2nc(SCC(=O)N3CCOCC3)sc2c1	7%	7%	-15%	nt	nt	6%	-10%	2%	nt
C#Cc1ccc([C@@H]2C=C(C(=O)Nc3ccccc3)O[C@H](OCC)[C@H]2CCCO)cc1	?	?	i	nt	1%	30%	0%	2%	i
O=C(CCC(=O)N1CCOc2ccccc21)N1CCOCC1	6%	5%	-2%	0%	2%	-22%	-2%	-6%	i

Results in TDP-43 yeast inh (2 entries from above):
molecule,TDP-43 yeast inh
CCc1cccc(C)c1NC(=O)C1CN(S(=O)(=O)c2ccccc2)CCN1S(=O)(=O)c1ccccc1 (stereo unspecified),6%
Cc1ccccc1NC(=S)N(CCCN1CCC(C)CC1)Cc1ccco1,0%

Next section
SMILES	TDP-43 yeast inh	GLP1R inv ag	PTHR1 ag	MmCpn inh	aSyn yeast inh	FUS yeast rescue	GLP1R cytotox	Abeta rescue	pAkt inh
CCc1ccc(-n2c(=O)c3ccccc3n(Cc3ccccc3C#N)c2=O)cc1	?	2%	i	nt	nt	-12%	-9%	3%	nt
O=C(COC(=O)c1cccnc1Cl)NC12CC3CC(CC(C3)C1)C2	8%	21%	i	2%	4%	nt	12%	1%	i
COc1ccc(NC(=O)c2ccccc2NC(=O)c2cccs2)cc1	-23%	5%	i	0%	-5%	39%	-23%	-13%	i
Cc1oc(-c2ccc(F)cc2)nc1CN(Cc1ccccn1)CC1CCCO1 (stereo unspecified)	22%	-11%	-25%	-1%	8%	14%	11%	-5%	i
Cc1cc(NCCCCO)n2c(nc3ccccc32)c1C#N	-23%	36%[activator]	?	0%	-5%	46%	62%[activator]	-12%	nt
Cc1[nH]c2ccccc2c1C(=O)C(=O)NCc1nnnn1-c1ccc(F)c(F)c1	6%	-11%	-2%	nt	-1%	-5%	-28%	-1%	i
Nc1nc2c(nc(N3CCCCC3)n2[C@@H]2O[C@H](CO)[C@@H](O)[C@H]2O)c(=O)[nH]1	-13%	-3%	-2%	-1%	4%	14%	-4%	-11%	i
CCn1nc(NC(=O)Cc2ccc(OC)cc2)c2cc3cccc(C)c3nc21	-8%	?	i	-4%	1%	31%	14%	15%	i
COc1ccc(C2=NN(CCC(=O)NC3CCC(C)CC3)C(=O)CC2)cc1 (stereo unspecified)	29%	-12%	-1%	0%	-8%	6%	-3%	-3%	i
O=C(NC(=S)Nc1ccc2[nH]c(=O)[nH]c2c1)c1ccccc1[N+](=O)[O-]	8%	10%	-21%	?	-2%	nt	1%	7%	i
Cc1sc2ncn(CC(=O)N3CCC(C(N)=O)CC3)c(=O)c2c1S(=O)(=O)N1CCOCC1	-8%	8%	-14%	-6%	-7%	5%	-6%	9%	i
CC(=O)Nc1ccc(NC(=O)CN2C(=O)COc3ccc(S(=O)(=O)N4CCCCC4)cc32)cc1	-8%	-11%	-14%	2%	1%	-25%	-2%	0%	i
CC(CC12CC3CC(CC(C3)C1)C2)NCc1ccccc1O (stereo unspecified)	9%	?	-3%	0%	0%	-8%	1%	9%	i

Bioassay records as filed in PubChem BioAssay.
